Compound activity deposited in PubChem BioAssay by several laboratories.
LYPLA2 inh: counter-screen for PME1 inhibitors: inhibitors of human LYPLA2; recombinant LYPLA2, FP-Rh probe fluorescence polarization; O95372; 0.38% of 320,000 active; inhibition, % at 5.9 µM;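 active = inhibition above the screen-wide mean plus 3 SD, limit set per campaign, cut at about 26% in these data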;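 note: 0% = LYPLA2 with DMSO and 100% = wells lacking LYPLA2 enzyme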
Target sequence (O95372 whole entry, looked up): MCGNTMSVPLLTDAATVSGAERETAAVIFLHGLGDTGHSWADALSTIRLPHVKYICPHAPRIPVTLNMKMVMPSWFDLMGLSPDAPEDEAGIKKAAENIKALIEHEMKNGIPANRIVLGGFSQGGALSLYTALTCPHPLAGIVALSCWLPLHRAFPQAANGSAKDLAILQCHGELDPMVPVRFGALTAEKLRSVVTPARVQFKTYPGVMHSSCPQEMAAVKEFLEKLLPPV
PP1 inh: PP1-alpha (human) inhibition in PP5 counter-screen; purified PP1alpha, OMFP fluorescence; inhibition, % at 6.7 µM; AID 2235; P62136; 0.9% of 320,000 active;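 active = inhibition above the mean inhibition of all tested compounds plus 3 SD, computed separately for each screening campaign, cut at about 15% in these data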
Target sequence (P62136 whole entry, looked up): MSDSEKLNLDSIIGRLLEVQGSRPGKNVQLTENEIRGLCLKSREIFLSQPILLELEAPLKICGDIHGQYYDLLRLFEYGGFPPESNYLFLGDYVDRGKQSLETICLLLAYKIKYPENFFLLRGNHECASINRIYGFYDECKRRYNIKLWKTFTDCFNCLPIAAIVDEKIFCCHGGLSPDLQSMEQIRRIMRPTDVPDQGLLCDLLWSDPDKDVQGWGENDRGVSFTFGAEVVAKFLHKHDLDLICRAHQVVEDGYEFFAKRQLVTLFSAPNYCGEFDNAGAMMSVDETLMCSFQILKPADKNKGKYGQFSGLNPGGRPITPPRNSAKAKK
PREPL inh: human PREPL enzyme inhibition. recombinant PREPL, fluorescence polarization activity-based probe. inhibition, % at 5.96 µM. 0.68% of 320,000 active. Q4J6C6; in the data active = inhibition above about 43%;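 note: 0% = enzyme with DMSO and 100% = wells lacking enzyme; many of its hits are not listed in these tables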
Fh CTSL1 inh: cathepsin L1 inhibition, PFM18AAP counter-screen. recombinant F. hepatica cathepsin L1, Z-Leu-Arg-MCA fluorescence. inhibition, % at 5.96 µM. 0.49% of 300,000 active;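 active = inhibition above the mean of all tested compounds plus 3 SD, set per screening campaign, cut at about 17% in these data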;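 note: 0% = plate median of test compound wells and 100% = 1 µM Z-Phe-Ala-diazomethylketone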
TPT1 inh: inhibitors of Candida albicans tRNA 2'-phosphotransferase TPT1; inhibition, % at 5 µM; recombinant caTPT1, FP RNA substrate dephosphorylation; AID 1962; 0.81% of 300,000 active;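 active = inhibition above the mean of all tested compounds plus 3 SD, set per screening campaign, cut at about 24% in these data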;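 note: plate controls were DMSO alone for no effect and ferristatin control at 100 nM for full effect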
Efflux pump inh: blocks antifungal efflux pumps in multiplex yeast assay | S. cerevisiae Candida pump triplex, Nile Red efflux | inhibition, % at 10 µM | 0.44% of 330,000 active;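 active = plate passing quality check with inhibition over a set limit, or well fluorescence over plate mean plus 4 SD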;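 note: Nile Red retained in pooled yeast measured as flow cytometry median fluorescence; 0% = buffer negative control and 100% = Enniatin B positive control; higher means more Nile Red kept so more efflux inhibition; some compounds called inactive have numbers as strong as hits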
JMJD2C inh: human JMJD2C demethylase inhibition. Q9H3R0. GST-JMJD2C(1-420) H3K9me3 demethylation, DELFIA europium. inhibition, % at 2.35 µM. 0.069% of 330,000 active. AID 2099;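 active = more than half of a compound's replicate wells show inhibition beyond 50%, single wells judged on their own value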;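 note: signal counts dimethyl H3K9 product captured on neutravidin plate; 0% = median of DMSO wells and 100% = 0.3 times that DMSO median; strong numbers were not always called active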
PP5 inh: inhibitors of human protein phosphatase 5 (PP5) | P53041 | purified PP5c, OMFP substrate fluorescence | inhibition, % at 6.7 µM | 0.18% of 320,000 active | AID 1987;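 active = inhibition above the campaign's mean inhibition across all tested compounds plus 3 SD, cut at about 9.5% in these data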;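 note: 0% = DMSO only and 100% = 100 µM cantharidin control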
Target sequence (P53041 whole entry, looked up): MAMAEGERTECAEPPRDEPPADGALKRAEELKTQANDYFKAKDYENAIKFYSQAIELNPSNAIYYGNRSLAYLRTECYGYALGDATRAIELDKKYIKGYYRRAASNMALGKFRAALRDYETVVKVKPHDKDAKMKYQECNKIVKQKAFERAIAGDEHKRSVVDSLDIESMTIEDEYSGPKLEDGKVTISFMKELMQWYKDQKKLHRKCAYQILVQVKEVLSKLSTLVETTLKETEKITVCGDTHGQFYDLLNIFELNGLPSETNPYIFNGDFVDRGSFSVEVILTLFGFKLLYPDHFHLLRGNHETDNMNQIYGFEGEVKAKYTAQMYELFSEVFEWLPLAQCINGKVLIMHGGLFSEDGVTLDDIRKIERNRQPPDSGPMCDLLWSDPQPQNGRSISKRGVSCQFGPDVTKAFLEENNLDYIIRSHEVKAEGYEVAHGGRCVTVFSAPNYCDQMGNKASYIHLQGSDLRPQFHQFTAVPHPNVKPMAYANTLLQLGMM
HCV core dimer: blocks dimerization of HCV core protein. TR-FRET GST/Flag-core106 dimerization, 1536-well. inhibition, % at 5 µM. 0.33% of 300,000 active. AID 1899;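 active = inhibition above the mean of all tested compounds plus 3 SD, set per screening campaign, cut at about 45% in these data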
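Assay system: tagged HCV core106 pair (GST and Flag); medium: KF-containing HEPES buffer, pH 7.45, DTT, CHAPS, BSA; also added: Eu donor and XL665 acceptor anti-tag antibodies; dosing: 5 µM single dose; timing: compound-protein-antibody incubation 4 h at 22.5 °C; signal: TR-FRET 671 and 617 nm emission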
Active calls of the source: *; / = no result given; & = joins results of further samples. The list is partial (hit frequency here may not be typical).

SMILES | LYPLA2 inh | PP1 inh | PREPL inh | Fh CTSL1 inh | TPT1 inh | Efflux pump inh | JMJD2C inh | PP5 inh | HCV core dimer
COC(=O)C1=C(C)N(CCCC(=O)O)C(=O)NC1c1ccccc1OS(=O)(=O)c1ccccc1[N+](=O)[O-] (stereo not given) | 1 | 5 | 0 | 0 | -1 | 0.0 | 0 | 2.6 | -2
Fc1ccccc1CNC(=S)Nc1cccc(C(F)(F)F)c1 | -4 | 4 | -16 | -2 | -2 | -0.1 | 11 | 5.1 | -3
COc1ccc(OC)c(C(=O)CSc2nnnn2C)c1 | 0 | 0 | -1 | -1 | -1 | -0.1 | -4 | 0.0 | 0
CCOc1ccc(-c2cc(C(=O)NCCCN3CCCC3)c3ccccc3n2)cc1 | -3 | -2 | 0 | 5 | -3 | 0.0 | -47 | 1.2 | -3
COc1ccc(CN=C(NS(=O)(=O)c2cccs2)SC)cc1 | -4 | -3 | 5 | -3 | 2 | 1.0 | 6 | 4.5 | -3
CSc1ccccc1NC(=O)c1cccs1 | 1 | 0 | 17 | -4 | 2 | 0.0 | -2 | 1.1 | -6
CSc1ncccc1C(=O)NCCc1ccc(S(N)(=O)=O)cc1 | -2 | -6 | 4 | -4 | 2 | 0.1 | -12 | -0.9 | 7
O=C(NCCN1CCNC1=O)C1CCC(=O)N(Cc2cccc(C(F)(F)F)c2)C1 (stereo not given) | -7 | -5 | 17 | -2 | 3 | 0.0 | 5 | 3.6 | -18
FC(F)(F)Oc1ccc(NC(=S)NCCCN2CCOCC2)cc1 | 0 | -3 | -11 | -1 | -3 | -0.2 | 14 | 0.6 | -2
COc1cccc(CN(C)CC(=O)Nc2cccc(C(F)(F)F)c2)c1OC | 1 | -1 | 3 | 1 | 1 | 0.1 | 0 | 4.7 | 4
CC(=O)C(c1ccccc1)C(c1ccccc1)C(C)[N+](=O)[O-] (stereo not given) | -2 | 3 | 7 | 1 | -5 | -0.1 | 7 | 0.7 | -9
Cc1ccc2c(CN3CCN(S(=O)(=O)c4ccccc4C(F)(F)F)CC3)cc(=O)oc2c1 | -2 | 17* | -24 | / | / | 0.3 | -1 | 2.1 | /
CCn1nc(C)cc1C(=O)OCC(=O)c1ccc(Cl)cc1 | 13 | 1 | 7 | -3 | -2 | -0.1 | -1 | 2.3 | -11
COC(=O)CC1C(=O)NCCN1C(=S)NC(=O)CCc1ccccc1 (stereo not given) | -1 | -3 | -15 | -2 | -1 | 0.2 | 13 | 2.3 | 2
CCOC(=O)Nc1ccc2c(CN3C(=O)NC(CC)(CC)C3=O)cc(=O)oc2c1 | 16 | 0 | -11 | 6 | 2 | 0.2 | -2 | -0.1 | 12
CC1(C)CN=c2s/c(=C\c3ccc(Cl)cc3)c(=O)n2C1 | 4 | 0 | 23 | 4 | -6 | -0.7 | -31 | -0.4 | -4
O=C(Cn1nnc(-c2ccc(Cl)cc2)n1)N1CCN(C(=O)c2ccco2)CC1 | 5 | -2 | 2 | / | / | -0.2 | 11 | -0.7 | /
O=C(CSc1ncnc2c1oc1ccccc12)Nc1ccc2c(c1)OCCO2 | 5 | 0 | 8 | 6 | -2 | 0.1 | 28&-2 | 1.1 | 5
CCn1c2ccc(C)cc2c2nnc(NN)nc21 | -8 | 6 | 29 | 1 | -2 | -0.2 | 15 | 0.7 | 6
COc1ccc(NC(=O)c2ccco2)cc1NC(=O)c1ccc(C)cc1 | 5 | 7 | 2 | -2 | -6 | -0.1 | -5 | 0.3 | -4
Clc1ccc(Cl)c(-c2ccc(/C=N/c3ncn[nH]3)o2)c1 | -1 | -2 | 1 | 4 | -1 | -0.1 | 1 | -1.4 | 10
CC(=O)c1ccc(Nc2cc(C)nc3ccc(C)cc23)cc1 | -3 | 0 | 17 | 1 | 1 | 0.2 | 10 | 0.2 | 0
CCn1cc(CNC(=O)c2cc(-c3ccccc3OC)nc3ccccc23)c(C)n1 | 7 | 2 | -8 | 6 | -4 | 0.1 | 2 | 2.1 | 6
COc1cc(C(=O)O)nc2ccc([N+](=O)[O-])cc12 | 0 | 0 | -3 | -1 | 0 | 0.0 | -12 | 2.0 | -3
CCOc1ccc2[nH]c(=O)c(CN(Cc3cccs3)Cc3nnnn3C(C)(C)CC)cc2c1 | -3 | 10 | 42 | 6 | -5 | -0.1 | 5&-6 | 2.6 | 7
CCCCCOc1ccc(CSC2=NCCN2)cc1[N+](=O)[O-] | -3 | 1 | -1 | 7 | 1 | 0.1 | -2 | 2.9 | -7
O=C1C(Cl)=C(NC2CCCCC2)C(=O)N1c1ccc(Cl)cc1 | 1 | 2 | -5 | 2 | -1 | 0.0 | 0 | -0.1 | 5
CCCc1cc(=O)[nH]c2nnc(SCC(=O)Nc3cccc(NC(C)=O)c3)n12 | 5 | -4 | 15 | -2 | 2 | 0.1 | -19 | 0.7 | 2
Cc1c(C(=O)NCCN2CCOC2=O)oc2c(F)cccc12 | -5 | 1 | 3 | -2 | -1 | 0.2 | -16 | -0.1 | -4
Nc1nc2nc(-c3ccc(OCc4ccccc4)cc3)cc(C(F)(F)F)n2n1 | 8 | 1 | 21 | 3 | -1 | -0.1 | 4 | -1.1 | -3

Whole records as entered above. Values in the order: LYPLA2 inh	PP1 inh	PREPL inh	Fh CTSL1 inh	TPT1 inh	Efflux pump inh	JMJD2C inh	PP5 inh	HCV core dimer
CC1(C)CN=c2s/c(=C\c3ccc(Cl)cc3)c(=O)n2C1 as listed: 4	0	23	4	-6	-0.7	-31	-0.4	-4
CSc1ccccc1NC(=O)c1cccs1 as listed: 1	0	17	-4	2	0.0	-2	1.1	-6

(list continues)
SMILES | LYPLA2 inh | PP1 inh | PREPL inh | Fh CTSL1 inh | TPT1 inh | Efflux pump inh | JMJD2C inh | PP5 inh | HCV core dimer
CC(=O)c1cccc(CN2CCN(Cc3ccccc3)C(CCO)C2)c1 (stereo not given) | -3 | -1 | 13 | -4 | 2 | 0.1 | 5 | 0.5 | -1
CS(=O)(=O)c1cccc(NC(=O)CSc2nnc3n2CCCCC3)c1 | 2 | -5 | 3 | / | / | -0.1 | 8 | -0.4 | /
Cn1cncc1C#Cc1c(C=O)[nH]c2ccccc12 | 2 | -1 | 12 | / | / | -0.3 | -8 | 0.5 | /
COc1cc([N+](=O)[O-])ccc1NC(=S)NNC(=O)CCC(=O)Nc1ccccc1Cl | -1 | 4 | 6 | 2 | 0 | -0.2 | -2 | 2.4 | 3
Cc1ccc(NC(=O)CNc2cccc(C)c2C)c(C)c1 | -7 | 2 | -5 | 1 | -3 | 0.0 | -6 | 2.1 | 21
O=C(NCCc1c[nH]c2ccccc12)c1cc2sccc2n1Cc1ccccc1 | -1 | -2 | 0 | -2 | 1 | 0.2 | -7 | 4.5 | 7
Cc1cc(NC(=O)c2cc3ncc(Br)cn3n2)no1 | 2 | -3 | 17 | 0 | -5 | -0.2 | 19 | 0.0 | 4
Cc1ccc2nc(-c3ccccc3)oc(=O)c2c1 | -8 | -4 | 0 | 4 | 2 | 0.0 | -3 | -3.4 | 5
Cc1ccc(NC2c3ncccc3C(=O)N2C2CCCCC2)cc1C (stereo not given) | -4 | 7 | 12 | 0 | 2 | 0.1 | -2 | 1.2 | 9
Cn1c(SC(C(=O)Nc2ccc(F)cc2)c2ccccc2)nc2ccccc21 (stereo not given) | -27 | 2 | -35 | 1 | -3 | -0.3 | 3 | 2.5 | 12
Cn1cccc1CNC1CCCCC1 | 3 | 0 | 16 | -2 | -4 | 0.1 | -1 | 0.2 | -1
Cc1ccc2c(c1)c(C1=NC(=S)NC1=O)c(O)n2C | -1 | -1 | 6 | 0 | 0 | 0.2 | 17 | 1.2 | 4
O=C(N/N=C/c1cc([N+](=O)[O-])ccc1N1CCCCCC1)c1ccccn1 | 6 | 0 | 7 | 8 | 2 | 0.1 | -3 | 1.7 | 2
C=CCN(CC=C)CCOc1ccc(OC(C)C)cc1 | 1 | 4 | -12 | -5 | 0 | 0.0 | -22 | 3.4 | -3
O=C(/C=C/c1ccc(Cl)cc1)NCCCN1CCOCC1 | -4 | 1 | 11 | 1 | -1 | 0.1 | -2 | 1.9 | -4
Cc1cccc(C(=O)Nc2scc(CC(C)C)c2C(=O)O)c1 | 7 | 1 | 1 | 1 | -2 | 0.0 | 2 | -1.4 | -3
COc1ccccc1NS(=O)(=O)c1cc2c3c(c1)CCN3C(=O)CC2 | 3 | 0 | -1 | 1 | -1 | -0.1 | 33 | 3.1 | -1
Cc1ccc(NC(=O)CN(C)C(=O)Cn2ncc(Cl)c(Cl)c2=O)cc1 | 4 | -7 | -15 | 1 | -2 | 0.1 | 11 | 0.5 | 19
CNC(=O)c1cc2ccccc2o1 | -8 | 0 | 13 | 0 | -2 | 0.8 | 3 | 1.3 | 0
Cn1c(=O)c2c(ncn2CC(=O)N2CCN(c3ccc(F)cc3)CC2)n(C)c1=O | -2 | -5 | 22 | -1 | 7 | 0.1 | -15 | 0.5 | -3
CCOC(=O)C1CCN(C(=O)N(CC)CC)CC1 | -3 | 0 | 2 | 2 | 0 | -0.2 | -1 | 1.0 | 2
CC1(C)Cc2c(C#N)c(NCCc3ccccc3)nc(-c3ccco3)c2CO1 | 4 | 4 | 24 | 4 | 3 | -0.1 | 0 | -0.7 | 34
O=P1(O)C=C(c2ccccc2)NC(c2ccccc2)=C1 | 1 | -1 | 8 | -3 | 3 | -0.1 | -2 | 1.7 | 2
O=C(CCc1c[nH]c2ccccc12)NCCc1ccc2c(c1)OCCO2 | 9 | -5 | -2 | 1 | -4 | -0.2 | 4 | -0.8 | 4
O=S(=O)(c1cccc2nsnc12)N1CCOCC1 | 0 | -5 | 3 | -4 | 0 | 0.0 | -3 | 1.4 | -2
O=C(COC(=O)c1cc[n+]([O-])cc1)Nc1ccc(Cl)cc1[N+](=O)[O-] | 7 | -3 | -7 | -4 | -3 | 0.1 | -3 | 1.1 | 0
COc1ccc(S(=O)(=O)Nc2ccccc2-c2nnn(CC(=O)Nc3ccccc3OC)n2)cc1 | -31 | 3 | -23 | 2 | -4 | -0.2 | 1 | 1.8 | 5
O=C(CSc1ncnc2ccccc12)NCCCO | -1 | -6 | -11 | -1 | 3 | 0.1 | / | 0.4 | 3
C#CCCC(=O)c1ccccc1/C=[N+](\[O-])c1ccccc1 | -2 | 6 | 6 | / | / | 0.1 | 4 | -1.2 | /
NC(=O)c1c(NC(=O)CSc2nnc(-c3ccccc3)n2CC2CCCO2)sc2c1CCC2 (stereo not given) | -2 | -2 | 26 | -2 | 1 | 0.6 | -11&-53 | 2.0 | 6
CCOc1ccc(NC(=O)C2CCN(S(=O)(=O)c3cccnc3)CC2)cc1 | 1 | -2 | 2 | 11 | -5 | -0.1 | -10 | 2.8 | -2
CC(=O)N1CCN(Cc2nc3cc([N+](=O)[O-])ccc3n2C)CC1 | 2 | -1 | 12 | 6 | 2 | -0.1 | -21 | -0.7 | 2
Cc1cc(C(=O)COC(=O)c2ccc3c(c2)NC(=O)CS3)c(C)n1CC1CCCO1 (stereo not given) | 1 | -4 | 13 | -7 | 23 | 0.0 | -6 | -1.0 | 11
Cc1ccc(NC(=S)c2ccncc2)c(C)c1 | -4 | 5 | -6 | -3 | 2 | 0.1 | 7 | 1.5 | -2
CCn1c(SCC(=O)N/N=C/C=C/c2ccccc2[N+](=O)[O-])nnc1-c1ccccc1 | -5 | 0 | 8 | 3 | 0 | 0.0 | / | -0.6 | 5
Cc1cccc(Nc2nc(N)nc(CC(=O)CSc3ccc(Cl)cc3)n2)c1 | 12 | 0 | -4 | 2 | -1 | 0.1 | -6 | 1.2 | -8
